Chronic BCR inh – inhibitors of chronic active B-cell receptor signaling | AID 493014 | ABC-DLBCL IkBa-CBG/CBR reporter, luminescence ratio, 4 h | 340,000 compounds, 0.05% hits | Potency, µM (top dose mostly 46.1 µM), for inactives: at the top dose ratio change, negative = lower green/red ratio, usual class: inhibitors; active = well fitted inhibition curve with a large enough effect in the signal ratio, with a control signal flat, not every such curve was filed as active; inconclusive = small, poorly fitted or top-dose-only effect, or effect the other way, or a change in a side signal; the % refers to the signal ratio;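 also: potency is read from the fitted curve at half-maximal effect; plate controls were basal doxycycline-induced cells for no effect and cells given 10 µM MG132 for full effect; MG132 reads +100%, hits lower the ratio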
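Concentration-response series (up to 46 uM) were applied to TMD8 dual-reporter cells for 4 h at 37C with doxycycline. Green/red ratio, after filter-overlap correction, defined %Activity; red signal alone was normalised to basal cells and zero luminescence.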
KCNH2 WT inh – KCNH2 (human, wildtype) channel inhibition | Q12809 | U2OS, BacMam KCNH2, thallium flux FluxOr; active compounds read low | activity change, % at 1.84 µM | 340,000 compounds, 0.37% hits | AID 720551;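 active = maximum activity change below -70%; inconclusive = maximum activity change between -70% and -50%; inactive = maximum activity change above -50%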; also: % is scaled to controls: 0 for no effect and ±100 for the full control effect
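U2OS cells were transduced with wild-type KCNH2 virus (2.03 x 10^8 / mL) for 4 h at room temperature, then cultured overnight at 37 C. Thallium flux was read with FluxOr dye. Rate constants were normalized to DMSO controls.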
PKM2 act – PKM2 (human) enzyme activation. purified PKM2, Kinase-Glo ATP luminescence, activation; response scale: 0% is enzyme alone, no compound. 260,000 compounds, 0.34% hits. AID 1631. P14618. Potency, µM (titrated, usually from 57.5 µM), for the others: at the top dose activation, most hits filed as activators; also: potency is read from the fitted curve at half-maximal effect; % is scaled to controls: 0 for no effect and ±100 for the full control effect; nearly all actives have a fitted effect of over 55% in size
Target sequence (P14618 whole entry, looked up): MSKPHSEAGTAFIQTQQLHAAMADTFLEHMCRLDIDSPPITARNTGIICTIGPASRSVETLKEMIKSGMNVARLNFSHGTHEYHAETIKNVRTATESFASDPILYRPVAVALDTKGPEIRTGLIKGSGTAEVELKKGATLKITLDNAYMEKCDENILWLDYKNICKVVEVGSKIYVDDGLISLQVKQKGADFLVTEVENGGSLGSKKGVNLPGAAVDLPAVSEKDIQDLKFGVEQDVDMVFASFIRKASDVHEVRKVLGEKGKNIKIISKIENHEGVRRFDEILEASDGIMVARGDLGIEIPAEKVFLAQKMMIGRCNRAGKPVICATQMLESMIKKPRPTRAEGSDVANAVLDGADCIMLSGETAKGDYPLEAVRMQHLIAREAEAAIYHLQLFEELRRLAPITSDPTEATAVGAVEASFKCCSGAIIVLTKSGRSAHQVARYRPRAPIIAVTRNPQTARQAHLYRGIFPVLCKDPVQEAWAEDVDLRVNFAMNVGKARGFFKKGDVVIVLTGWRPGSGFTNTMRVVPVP
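ATP formation by purified human PK-M2, quantified via coupled luciferase luminescence after 1 h at room temperature with 0.1 mM ADP and 0.5 mM PEP final.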
TSHR antagonist – blocks TSH signaling through the human TSH receptor | P16473 | TSHR-expressing cells, TSH-stimulated cAMP HTRF, 2 h; active compounds read low | activity change, negative = inhibition, % at 11.5 µM | 330,000 compounds, 0.2% hits | AID 504810;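 active = activity change below a set negative limit, meaning inhibition stronger than a set level, cut at about -70% in these data; inconclusive = activity change between two set negative limits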; also: % is scaled to controls: 0 for no effect and ±100 for the full control effect
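Competitive HTRF cAMP read-out (cryptate anti-cAMP antibody, cAMP-d2; 30 min, room temperature) in freshly harvested TSHR cells. Compounds added before TSH at EC80 (4nM final), followed by 2 hours' incubation at 37 deg C.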
Mito fusion yeast – blocks mitochondrial division or promotes mitochondrial fusion | Potency, µM (top dose mostly 46.1 µM), without a hit: at the highest dose growth rescue (activation), usual class: activators | 320,000 compounds, 0.23% hits | S. cerevisiae fusion-defective mutant growth rescue, CellTiterGlo 48 h;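 also: potency is read from the fitted curve at half-maximal effect; % of control where 0% means no effect; nearly all actives have a fitted effect of over 45% in size; temperature-sensitive fusion mutants such as fzo1-1 at 37 °C on non-fermentable ethanol glycerol medium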
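Temperature-sensitive fusion-defective S. cerevisiae (e.g. fzo1-1, mgm1-5) were grown with compound in YPEG medium (3% ethanol, 3% glycerol) for 48 hours at 37C. Growth rescue was measured as viability by CellTiterGlo luminescence after 10 minutes at ambient.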
GALK inhibitor – inhibitors of human galactokinase | Purified GALK, Kinase-Glo residual ATP luminescence | Potency, µM (top dose mostly 57.5 µM), without a hit: top-dose activity change, negative = inhibition, hits mostly inhibitors | 270,000 compounds, 0.007% hits | AID 1868; also: potency is read from the fitted curve at half-maximal effect; % is scaled to controls: 0 for no effect and ±100 for the full control effect
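The enzyme phosphorylates galactose (100 uM) using ATP (35 uM); inhibition is detected as higher residual ATP, quantified by bioluminescence after 1 h reaction at room temperature, pH 8.0.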
Eya2 phos inh – Eya2 (human) phosphatase inhibition. AID 488837. O00167. Potency, µM (titrated, usually from 76.9 µM), for the others: top-dose activity, negative = inhibition, usual class: inhibitors. 330,000 compounds, 0.006% hits. recombinant Eya2, OMFP fluorescence dephosphorylation (OMFP is methylfluorescein phosphate); also: potency is read from the fitted curve at half-maximal effect; % is scaled to controls: 0 for no effect and ±100 for the full control effect
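Eya2 protein (added as 0.2 uM solution) was preincubated with compound for 10 min at ambient temperature in 50 mM HEPES pH 7.5, 50 mM NaCl, 5 uM MgCl2, 0.05% BSA, 1 mM DTT. OMFP (added at 50 uM) then reacted 10 min; fluorescence read at 485/525 nm.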
USP2a inh – blocks human ubiquitin-specific protease USP2a. USP2 core, Ub-CHOP2 coupled fluorogenic reporter, 485/531. Potency, µM (series often up to 38.3 µM), for inactives: at the highest dose activity change, negative = inhibition, hits mostly inhibitors. 330,000 compounds, 0.01% hits. AID 463254;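 also: potency is read from the fitted curve at half-maximal effect; plate controls were DMSO wells for no effect and full inhibition by NEM control for full effect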
Target sequence (O75604 whole entry, looked up): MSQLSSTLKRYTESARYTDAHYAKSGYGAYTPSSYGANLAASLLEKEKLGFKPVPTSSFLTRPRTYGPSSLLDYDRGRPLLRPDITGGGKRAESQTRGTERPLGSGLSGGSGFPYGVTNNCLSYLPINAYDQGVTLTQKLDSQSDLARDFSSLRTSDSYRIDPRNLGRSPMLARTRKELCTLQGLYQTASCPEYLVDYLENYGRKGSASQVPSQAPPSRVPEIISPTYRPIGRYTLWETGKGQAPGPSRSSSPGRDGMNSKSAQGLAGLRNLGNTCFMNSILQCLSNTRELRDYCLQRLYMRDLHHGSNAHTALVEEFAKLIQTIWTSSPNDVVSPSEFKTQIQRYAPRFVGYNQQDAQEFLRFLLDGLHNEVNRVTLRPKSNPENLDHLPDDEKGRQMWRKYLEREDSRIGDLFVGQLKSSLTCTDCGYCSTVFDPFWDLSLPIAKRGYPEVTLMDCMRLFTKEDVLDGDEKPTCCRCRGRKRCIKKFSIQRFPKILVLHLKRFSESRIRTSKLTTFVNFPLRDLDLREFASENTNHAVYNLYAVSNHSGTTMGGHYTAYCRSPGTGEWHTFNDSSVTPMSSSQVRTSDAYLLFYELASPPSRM
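Cell-free coupled assay: 10nM USP2 core preincubated 30min RT with compound in Tris-HCl pH 8.0/CaCl2/CHAPS buffer, then 25nM Ub-CHOP2 and 25nM reporter substrate; fluorescence (Ex 485/Em 531) read after 60min RT, normalized to NEM inhibition, concentration-response curves fitted.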
MBNL1-CUG inh – blocks human MBNL1 binding to CUG repeat RNA. TR-FRET MBNL1-His/biotin-(CUG)12 binding, 665/545 ratio. Potency, µM (top dose mostly 57.5 µM), for the others: at the top dose activity change, negative = inhibition, actives largely listed as inhibitors. 280,000 compounds, 0.036% hits. Q9NR56. AID 2675; active = well fitted inhibition curve with a large enough effect in the signal ratio, with a control signal flat, not every such curve was filed as active; inconclusive = small, poorly fitted or top-dose-only effect, or effect the other way, or a change in a side signal; inactive = no such curve, though single readings can be large or run the other way; the % refers to the signal ratio; also: potency is read from the fitted curve at half-maximal effect; % is scaled to controls: 0 for no effect and ±100 for the full control effect
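TR-FRET readout: Ex 340 nm, 665/545 nm emission ratio, normalized to buffer-only (basal) and MBNL1-(CUG)12 controls. Complex of MBNL1-His with Biotin-(CUG)12, compounds 92 nM–58 uM, incubated 60 min at room temperature.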
Menin MLL FP TR – inhibitors of human menin-MLL interaction, mutant MLL peptide; Menin + Texas Red MLL mutant peptide, fluorescence polarization; AID 1768; 270,000 compounds, 0.23% hits; Potency, µM (top dose mostly 61.6 µM), for the others: at the top dose FP activity change, negative = inhibition, most hits filed as inhibitors; O00255; active = well fitted inhibition curve with a large enough effect in the polarisation, with a control signal flat, not every such curve was filed as active; inconclusive = small, poorly fitted or top-dose-only effect, or effect the other way, or a change in a side signal; inactive = no such curve, though single readings can be large or run the other way; the % refers to the polarisation; also: potency is read from the fitted curve at half-maximal effect; % of control where 0% means no effect; many of its hits are not listed in these tables
ASM inhibitor – human S-ASM enzyme inhibition; P17405; placental ASM, HMU-PC fluorogenic substrate, 60 min; Potency, µM (series often up to 57.5 µM), without a hit: top-dose activity change, negative = inhibition, hits mostly inhibitors; 340,000 compounds, 0.006% hits; AID 504937; also: potency is read from the fitted curve at half-maximal effect
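qHTS format. ASM enzyme prepared from human placenta hydrolyses the fluorogenic substrate HMU-PC0 (9 uM final) over 60 min at 37 °C after a 10 min compound preincubation.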
Active calls of the source: *; i = inactive; ? = inconclusive; · = no result given; [ ] = dose if it differs, or a comment. Unless noted, calls follow the shape of the dose curve; as a rule, active = well fitted curve in the direction sought with a large enough effect; inconclusive = small, poorly fitted or top-dose-only effect, or another doubt; inactive = no such curve, though single readings can be large; an effect the other way counts as inactive or inconclusive.

SMILES	Chronic BCR inh	KCNH2 WT inh	PKM2 act	TSHR antagonist	Mito fusion yeast	GALK inhibitor	Eya2 phos inh	USP2a inh	MBNL1-CUG inh	Menin MLL FP TR	ASM inhibitor
COCCCNC(=O)c1c(NC(=O)C2COc3ccccc3O2)sc2c1CCCC2 (stereo unspecified)	-7%	0	1%	1	0%	-1%	-9%	6%	2%	-1%	-2%
Cc1ccc(S(=O)(=O)NCc2csc(C)n2)c(C)c1	6%	0	0%	-6	0%	0%	-3%	1%	2%	-2%	3%
CCOC(=O)CNC(=O)COc1coc(CN2CCN(Cc3ccccc3)CC2)cc1=O	-1%	16	·	32	8%	-1%	15%	1%	-5%	·	-3%
CC(Sc1n[nH]c(=O)[nH]c1=O)C(=O)OCc1ccccc1 (stereo unspecified)	·	13	-6%	·	-2%	2%	·	·	4%	1%	0%
C[N+](C)(C)CCCN1C(=O)CCCC1=O	3%	-13	5%	69	-1%	0%	1%	-2%	-28%	?	3%
COc1ccc(-c2nc(N)ncc2-c2ccccc2OC)c(O)c1	-4%	-15	·	2	-14%	3%	1%	2%	-1%	15%	-2%
CC(C)(C)NC(=O)CN(CCN1CCOCC1)C(=O)CNS(=O)(=O)c1ccc(Cl)cc1	0%	-1	·	-5	-6%	5%	-2%	1%	-3%	14%	4%
Cc1ccc([N+](=O)[O-])cc1Nc1nc(N2CCOCC2)nc(N2CCOCC2)n1	-2%	-15	-6%	2	21%	12%	8%	0%	10%	16%	-3%
Cc1c(C)n(-c2ccccc2)c2ncnc(NCCN(C)C)c12	-6%	-2	·	0	5%	-2%	0%	-2%	-7%	2%	-1%
CCN1CCN(CCCNC(=O)c2cc3cc4ccc(OC)cc4nc3o2)CC1	-6%	-23	-2%	0	4%	-3%	?	1%	?	?	447%[activator]
CC1(C)N=C(c2ccccn2)C(C)(C)N1O	-2%	-15	-3%	19	-1%	-3%	8%	1%	3%	·	5%
O=C(Cn1c(=O)[nH]c2ccccc2c1=O)Nc1ccc2c(c1)OCCO2	4%	-2	·	37	-1%	9%	10%	1%	?	·	1%
Cn1c(N)c(S(=O)(=O)NCc2ccccc2Cl)c(=O)n(C)c1=O	?	i	0%	12	5%	-1%	0%	3%	-2%	?	11%
CC1CCCN(c2oc(-c3cccc4ccccc34)nc2C#N)C1 (stereo unspecified)	4%	17	0%	6	4%	5%	10%	2%	0%	-9%	·
CC(=O)C1=C(C)NC(SCC(=O)c2ccc(Cl)cc2)=C(C#N)C1CC(C)C (stereo unspecified)	-13%	0	-29%	7	8%	1%	-8%	-3%	0%	3%	-1%
O=C(CCc1nc2ccccc2c(=O)[nH]1)NNC(=O)c1ccc(Cl)cc1	-13%	-2	·	-9	2%	·	-12%	2%	·	·	1%
O=C(CCN1C(=O)NC2(CCCC2)C1=O)Nc1cccc(S(=O)(=O)N2CCOCC2)c1	0%	-4	·	-1	0%	·	27%	0%	·	·	3%
Cc1onc(C(=O)N2CCN(C(c3ccccc3)c3ccccc3)CC2)c1[N+](=O)[O-]	5%	3	0%	-1	2%	·	2%	-2%	20%	-2%	-2%
O=C(N/N=C/c1c[nH]c2ccccc12)c1cc(Cl)ccc1O	?	·	·	6	-17%	1%	14%	-2%	?	?	2%
CN(C)c1ccc(-c2noc(-c3ccccc3O)n2)cc1	?	3	-3%	-12	3%	0%	22%	0%	57%[activator]	?	27%
O=C(O)c1cc(=O)[nH]c2c(Cl)cccc12	2%	0	0%	-10	-1%	-3%	5%	3%	2%	-16%	5%
O=C(Oc1ccccc1C(=O)N1CCOCC1)c1cccc(Br)c1	0%	0	9%	-1	2%	5%	7%	1%	-7%	-1%	-4%
CCCC/C(O)=C1\C(=O)CCCC1=NCCc1c(C)[nH]c2ccc(OC)cc12	5%	-8	2%	0	0%	·	-6%	0%	1%	·	-1%
COc1ccc(Cl)cc1NC(=O)c1cc(C)no1	1%	1	·	1	0%	·	-8%	3%	0%	-22%	-2%
CCOC(=O)C1=NNC2C(=O)N(Cc3ccccc3)C(=O)C12 (stereo unspecified)	3%	5	-1%	9	2%	0%	3%	2%	4%	·	1%
CS/C(=N/S(=O)(=O)c1ccc(C)cc1)c1ccccc1	13%	-2	8%	16	-6%	0%	4%	4%	·	-3%	-1%
c1ccc(Cn2c[n+](Cc3ccccc3)c3ccccc32)cc1	3%	-9	·	11	-4%	-3%	2%	1%	-8%	·	1%
CCOc1ccc(N)cc1OC	-23%	-2	0%	-9	0%	11%	-1%	4%	·	-17%	19%
COc1ccc(N2CC(C(=O)N[C@@H](C)C(=O)NCCc3ccccc3)CC2=O)cc1 (stereo partly specified)	16%	-8	-8%	1	0%	6%	1%	2%	-2%	11%	-1%
COC(=O)c1ccc(CNC(=O)Cn2cnc(C(=O)Nc3ccc(C)c(C)c3)n2)cc1	-1%	-1	·	-1	·	·	6%	-1%	·	·	1%
Cc1ccc2cc(C)c(N3CCC(C)CC3)nc2c1	1%	-13	-1%	-1	1%	-2%	-13%	2%	-5%	-5%	0%
CC1(C)CC(=O)C(C2C3=C(CC(C)(C)CC3=O)Oc3ccc4ccccc4c32)C(=O)C1 (stereo unspecified)	-1%	1	3%	7	-1%	6%	12%	5%	6%	13%	-1%
COc1cc(-c2noc(C)c2C(=O)NCCCN2CCOCC2)cc(OC)c1OC	0%	·	·	4	·	·	-16%	0%	·	·	5%
Cc1cc(C)cc(NCC(=O)Nc2c(C)cccc2C)c1	0%	-1	4%	-12	9%	0%	-14%	0%	-2%	-7%	-6%
COc1ccc(S(=O)(=O)n2cnc(C)c2)cc1	2%	2	29%	-7	-1%	-2%	11%	0%	-7%	-1%	1%
CCC(CC)NC(=O)/C=C/c1cccc([N+](=O)[O-])c1	0%	5	-1%	0	8%	0%	-2%	0%	·	7%	5%
CC(C)n1nnnc1SCC(=O)NCc1ccc2c(c1)OCO2	-6%	0	2%	16	2%	1%	-7%	0%	1%	2%	2%
CN(C(=O)CSc1nnc(-c2ccco2)n1Cc1ccccc1)C1CCS(=O)(=O)C1 (stereo unspecified)	5%	0	·	30	-4%	·	-9%	2%	·	·	0%
CCN(CC)c1ccc(/C=C(\C#N)C(=O)NCc2ccco2)cc1	?	·	3%	-26	4%	-1%	11%	21%	·	-10%	·
CCOC(=O)C(=O)/C(=C\N(C)C)c1onc(-c2ccccc2Cl)c1C(=O)OC	2%	-19	1%	-5	-6%	-1%	-5%	0%	-2%	9%	58%
Cc1ccc(C)c(S(=O)(=O)NCC(c2ccco2)N2CCc3ccccc3C2)c1 (stereo unspecified)	?	12	·	·	?	·	-5%	-1%	·	·	-3%
Cc1ccc(N=Nc2ccc(O)c(/C=N\NC(=O)c3ccc(N)cc3)c2)cc1C	?	10	-2%	-4	2%	-2%	-5%	1%	-1%	?	-1%
COc1ccc(NC(=O)C2CCC(CNS(=O)(=O)c3cccs3)CC2)cc1OC (stereo unspecified)	-2%	8	7%	1	1%	-1%	13%	10%	0%	4%	-2%
CCC(Cc1ccccc1)NC(=O)Cn1cccc1C(=O)c1ccccc1 (stereo unspecified)	-5%	-17	·	-7	8%	-4%	-7%	-1%	2%	·	-8%
COc1ccc(-n2nnnc2-c2cccc(OC)c2)cc1	?	-7	8%	6	-4%	0%	-13%	2%	-2%	1%	2%
CN(CC(=O)Nc1ccc(S(=O)(=O)N(C)C)cc1)Cc1ccc(C(F)(F)F)cc1	1%	-5	-3%	-11	-9%	0%	-10%	4%	0%	-2%	-4%
O[C@@H]1CN(Cc2ccccc2Cl)CC[C@H]1N1CCOCC1	1%	3	-5%	4	-4%	0%	-5%	2%	-13%	5%	1%
CCCn1c(O)c(N=NC(=O)c2ccco2)c2ccccc21	3%	-4	-2%	-3	23%	1%	-4%	-1%	?	2%	-2%
NS(=O)(=O)c1ccc(CCNC(=O)c2ccco2)cc1	-3%	0	-4%	17	19%	-2%	-1%	-9%	-9%	0%	-3%

Screening results: PubChem BioAssay, National Center for Advancing Translational Sciences (NCATS)

Not all compounds are listed; rates above refer to the full screens.
